HSF1 inh: HSF1 inhibition | AID 2098 | NIH3T3-HGL HSE-luciferase, MG132-induced, luminescence 8 h; stronger effect = lower value | activity change, negative = inhibition, % at 7.5 µM (by protocol) | actives 0.77% (n = 300,000);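 active = more than half of replicate wells show activity change below -50%, luminescence cut by over half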;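 note: luciferase reports HSF-1 transcriptional activity via heat shock element; 0% = median of DMSO wells and -100% = zero luminescence signal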
HSP90 refold inh: blocks HSP90-mediated luciferase refolding in reticulocyte lysate | inhibition, % at 5.6 µM | Rabbit reticulocyte lysate, luciferase refolding luminescence, 3 h | actives 0.91% (n = 290,000);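 active = inhibition above the screen-wide mean plus 3 SD, computed separately per campaign, cut at about 16% in these data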;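 note: 0% = DMSO wells and 100% = 60 µM geldanamycin wells; inhibitors lower the luminescence because luciferase stays unfolded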
HDAC3 inh: inhibitors of human histone deacetylase 3 | inhibition, % at 8.3 µM | actives 0.15% (n = 320,000) | O15379 | recombinant HDAC3, fluorogenic peptide/trypsin coupled, fluorescence; in the data active = inhibition above about 26%, passing the limit was not always enough
Target sequence (O15379 whole entry, looked up): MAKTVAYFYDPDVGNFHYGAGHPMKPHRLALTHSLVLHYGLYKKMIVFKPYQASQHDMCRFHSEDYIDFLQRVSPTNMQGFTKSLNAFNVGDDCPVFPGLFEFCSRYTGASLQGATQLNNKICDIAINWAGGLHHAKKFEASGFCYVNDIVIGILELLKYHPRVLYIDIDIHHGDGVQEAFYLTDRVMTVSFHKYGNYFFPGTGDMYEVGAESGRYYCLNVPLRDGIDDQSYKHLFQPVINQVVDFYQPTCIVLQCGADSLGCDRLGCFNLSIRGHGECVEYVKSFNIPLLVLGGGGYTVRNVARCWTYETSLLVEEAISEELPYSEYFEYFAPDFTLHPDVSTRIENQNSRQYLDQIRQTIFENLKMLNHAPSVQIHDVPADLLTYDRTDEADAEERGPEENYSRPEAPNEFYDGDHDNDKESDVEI
AI-2 QS mod: Vibrio harveyi AI-2 quorum sensing modulation; AID 2094; activity change, % at 7.5 µM; Vibrio harveyi JMH597 AI-2 luminescence/OD600 ratio, 9 h; stronger effect = lower value; strain lacks LuxN and CqsS sensors; 0 = neutral-control median; actives 0.4% (n = 300,000); in the data active = activity change below about -75%, passing the limit was not always enough;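 note: luminescence divided by OD600 gain over 9 h not by final OD600 alone; inactives centre near 13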
DYRK1A inh: Dyrk1A (rat) kinase inhibition; Q63470; actives 0.43% (n = 310,000); ADP-Glo luminescence, NFATc1 peptide; inhibition, % at 12.5 µM; in the data active = inhibition above about 50%;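 note: plate controls were vehicle with enzyme for no effect and no enzyme for full effect; many of its hits are not listed in these tables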
HSF1 activator: increases HSF-1 driven luciferase reporter signal | NIH3T3-HGL HSF-1 luciferase reporter, MG132, 8 h; 100% = twice DMSO control signal | activation, % at 9 µM | actives 1.7% (n = 300,000);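 active = mean replicate activation of at least 50% with a set share of replicates each reaching 50%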;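 note: 0% = median of the neutral control wells and 100% = twice that signal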
PolyA inh: inhibitors of polyadenylation in S. cerevisiae; S. cerevisiae SKY197-pL101 polyadenylation reporter, beta-gal luminescence; efflux-impaired pdr1/pdr3 knockout yeast; score 100 = 6 SD above DMSO; calls only at 12 µM; actives 0.02% (n = 300,000);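 active = lowest replicate activity score at least 50, where 100 means six control SD above control mean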;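 note: yeast exposed to compound for 9 h at 30 °C; higher score means more reporter readthrough which indicates perturbed polyadenylation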
GSK3A inh: inhibitors of human GSK-3 alpha kinase; inhibition, % at 10 µM; P49840; ADP-Glo luminescence, 60 min; actives 0.1% (n = 320,000);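 in the data active = inhibition above about 50%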;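 note: GST-tagged GSK-3 alpha with peptide substrate and 25 µM ATP; 0% = DMSO neutral wells and 100% = GW8510 positive control wells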
Platelet DG rel: modulates dense granule release in human platelets; AID 1663; human platelet-rich plasma, SFLLRN dense granule ATP release, luminescence; actives 0.22% (n = 300,000); inhibition, %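 (compounds screened at 7.5 µM in platelet-rich plasma)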;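 active = mean replicate score, as percent of positive control, at or above 50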
GSK3B inh: blocks human GSK3beta kinase activity; P49841; GST-GSK3beta kinase, ADP-Glo luminescence, 60 min; stronger effect = lower value; activity score (negative = inhibition), % at 10 µM; actives 0.038% (n = 300,000); AID 2097;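 active = more than half of replicate wells score below -50%, meaning over 50% inhibition versus plate controls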;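 note: 0% = median DMSO wells and -100% = median GW8510 positive control wells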
Target sequence (P49841 whole entry, looked up): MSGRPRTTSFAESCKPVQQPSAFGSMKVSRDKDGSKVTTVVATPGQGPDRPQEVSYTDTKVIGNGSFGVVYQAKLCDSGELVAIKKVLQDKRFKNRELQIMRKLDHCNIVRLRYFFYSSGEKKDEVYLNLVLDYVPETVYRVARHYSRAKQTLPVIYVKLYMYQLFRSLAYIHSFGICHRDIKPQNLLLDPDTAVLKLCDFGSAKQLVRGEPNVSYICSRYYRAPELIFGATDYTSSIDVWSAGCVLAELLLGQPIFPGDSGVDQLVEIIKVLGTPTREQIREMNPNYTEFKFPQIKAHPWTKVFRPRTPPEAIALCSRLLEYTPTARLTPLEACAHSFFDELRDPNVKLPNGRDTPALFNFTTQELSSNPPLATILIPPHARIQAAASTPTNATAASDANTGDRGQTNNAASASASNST
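Test system – GST-tagged human GSK3beta kinase, cell-free · Incubation – 60 min enzyme reaction, room temperature · Signal – ADP-Glo luminescence · Also added – peptide substrate and ATP at 25 µM · Controls – DMSO neutral wells and GW8510 at 20 µM as positive · Buffer or medium – Tris/MgCl2 kinase buffer · Measure – Luminescence-derived activity versus plate DMSO and GW8510 wells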
The depositor's hits bear a star; i = inactive; . = no result given. These rows are one share of the data; the hit share may differ from the screen's.

| smiles | HSF1 inh | HSP90 refold inh | HDAC3 inh | AI-2 QS mod | DYRK1A inh | HSF1 activator | PolyA inh | GSK3A inh | Platelet DG rel | GSK3B inh |
| --- | --- | --- | --- | --- | --- | --- | --- | --- | --- | --- |
| Cc1ccc(N2C(=O)N3[C@H](c4ccc(Br)cc4)[C@@H]4C(=O)N(C(C)(C)C)C(=O)[C@@H]4[C@]3(C)C2=O)cc1 | -0.2 | -0.3 | -0.4 | 22.5 | -7.0 | 1.1 | i | -1.0 | -0.4 | -3.7 |
| CCN(CC)CCCN1C(=O)C(O)=C(C(=O)c2ccc(C)o2)C1c1ccc(C)o1 (centres undefined) | -2.2 | -3.6 | -11.1 | 9.6 | 0.7 | 7.6 | i | 3.2 | -28.9 | -5.5 |
| Cc1ccc(C(=O)Nc2ccc3c(c2)CCC3)cc1 | -3.1 | 25.4* | 1.5 | 9.5 | 1.7 | -26.2 | i | -0.5 | -14.2 | 4.0 |
| COC(=O)[C@H](Cc1ccccc1)NC(=O)Nc1ccc(OC)cc1 | 2.4 | -1.0 | -0.9 | . | . | 6.2 | i | 2.4 | -9.5 | 3.4 |
| COCCSc1nnc(NC(=O)CSCc2ccccc2)s1 | -3.7 | -2.6 | -2.5 | 37.2 | 5.2 | 13.4 | i | -3.9 | -40.9 | 1.1 |
| CCOC(=O)C1C(c2cccc([N+](=O)[O-])c2)C2C(=O)NN=C2CC1(C)O (centres undefined) | . | -2.9 | -5.9 | 24.6 | -5.6 | . | i | -1.5 | 1.4 | -1.2 |
| Cc1cc(C)c(Cn2cnc(-c3ccc([N+](=O)[O-])cc3)c2)c(C)c1 | -0.5 | 3.3 | 4.4 | 19.1 | -1.4 | 10.4 | i | -1.4 | 7.5 | -0.9 |
| CC1CN(c2ccccc2)CCN1C(=O)c1cc(COc2c(F)cccc2F)on1 (centres undefined) | 4.0 | -2.1 | -3.7 | 10.0 | -0.2 | 7.6 | i | -1.4 | -2.1 | 6.4 |
| CCCCCOc1ccccc1C(=O)NCCCCCC(=O)O | -6.4 | -0.1 | -3.6 | 20.5 | 0.5 | -9.1 | i | 1.8 | 4.1 | 3.9 |
| Cc1nc(C)c(-c2csc(Nc3ccc(F)cc3)n2)s1 | 39.6 | -0.5 | 3.2 | 15.6 | 20.0 | 65.4* | i | -0.1 | -1.8 | 1.3 |

A different layout for 2 compounds above.
| HSF1 inh | HSP90 refold inh | HDAC3 inh | AI-2 QS mod | DYRK1A inh | HSF1 activator | PolyA inh | GSK3A inh | Platelet DG rel | GSK3B inh | smiles |
| --- | --- | --- | --- | --- | --- | --- | --- | --- | --- | --- |
| -0.2 | -0.3 | -0.4 | 22.5 | -7.0 | 1.1 | i | -1.0 | -0.4 | -3.7 | Cc1ccc(N2C(=O)N3[C@H](c4ccc(Br)cc4)[C@@H]4C(=O)N(C(C)(C)C)C(=O)[C@@H]4[C@]3(C)C2=O)cc1 |
| -0.5 | 3.3 | 4.4 | 19.1 | -1.4 | 10.4 | i | -1.4 | 7.5 | -0.9 | Cc1cc(C)c(Cn2cnc(-c3ccc([N+](=O)[O-])cc3)c2)c(C)c1 |

The list goes on.
Labels used below: A = HSF1 inh; B = HSP90 refold inh; C = HDAC3 inh; D = AI-2 QS mod; E = DYRK1A inh; F = HSF1 activator; G = PolyA inh; H = GSK3A inh; I = Platelet DG rel; J = GSK3B inh
COc1ccc2nc(NC(=O)CSc3nnc4n3C(C)(C)Cc3ccccc3-4)sc2c1
  A: -1.3	B: -1.3	C: -4.5	D: 29.8	E: -3.8	F: -2.4	G: i	H: 0.1	I: -2.0	J: 0.0

CC1CCN(C(=O)c2ccc(S(=O)(=O)Cc3cc(F)ccc3F)c([N+](=O)[O-])c2)CC1
  A: 1.4	B: 1.4	C: -0.8	D: 22.1	E: 1.2	F: 33.6	G: i	H: -1.3	I: -7.7	J: -1.8

Cc1ccc2[nH]c(=O)c(CN(Cc3cccnc3)C(=O)c3ccncc3)cc2c1
  A: .	B: -1.9	C: -3.4	D: 23.5	E: 1.3	F: .	G: .	H: -1.1	I: 19.6	J: -2.7

Cc1ccc(NC(=S)N(Cc2cccs2)Cc2cc3cc(C)cc(C)c3[nH]c2=O)cc1
  A: 8.9	B: -2.3	C: -3.3	D: 23.6	E: 6.7	F: 4.1	G: i	H: 0.8	I: 6.3	J: -0.2

O=C(N/N=C\C=C\c1ccc2c(c1)OCO2)c1ccc(F)cc1
  A: 5.7	B: 3.5	C: 8.4	D: 19.7	E: -5.2	F: -2.8	G: i	H: -1.4	I: 2.3	J: 2.3

O=C(CCN1CCN(c2ccccc2)CC1)Nc1ccc2c(c1)OCO2
  A: -10.9	B: 1.8	C: -4.5	D: 3.6	E: -0.7	F: -10.1	G: i	H: -1.0	I: 2.3	J: 3.5

COc1ccc(OCC(=O)N2c3ccccc3CCc3ccccc32)cc1
  A: -4.1	B: -1.8	C: -0.9	D: 14.6	E: -1.4	F: -17.6	G: i	H: -2.0	I: -33.4	J: -0.2

N#CCc1ccc(NC(=O)/C=C/c2ccc([N+](=O)[O-])o2)cc1
  A: -34.5	B: 59.9*	C: .	D: -43.4	E: 0.6	F: -43.0	G: i	H: .	I: 25.4	J: 1.1

Cc1ccc(C2SCC(C(=O)O)N2C(=O)c2ccc(F)cc2)cc1 (centres undefined)
  A: 1.5	B: 0.0	C: 1.8	D: -6.6	E: -1.6	F: 21.7	G: i	H: -0.4	I: -22.5	J: -1.5

CC(=O)OCC1(C)CN(c2ccccc2)NC1=O (centres undefined)
  A: -5.5	B: 1.7	C: -0.5	D: 9.2	E: -0.1	F: 4.7	G: i	H: -5.4	I: -3.6	J: 1.5

CC(=O)c1ccc(CCCC(=O)O)cc1
  A: -0.3	B: 0.7	C: -0.6	D: 4.8	E: -6.5	F: 3.1	G: .	H: -1.5	I: 3.9	J: 3.6

CCc1ccc(NC(=O)CSc2nc(=O)n(CCCN3CCOCC3)c3c2CCC3)cc1
  A: 10.1	B: .	C: 3.7	D: 2.5	E: -5.4	F: 18.6	G: i	H: -2.6	I: -3.4	J: -2.4

O=C(CCn1cccn1)Nc1ccc2c(c1)OCCO2
  A: -30.5	B: 13.8	C: -0.8	D: 6.5	E: 4.6	F: -37.5	G: i	H: -0.2	I: -1.0	J: 1.9

N#C/C(C(=O)c1ccccc1)=C1/CCCN1
  A: -2.1	B: 3.4	C: 3.6	D: 8.1	E: 5.2	F: 4.0	G: i	H: -1.1	I: 0.6	J: 2.6

COc1ccc(CCN=C(N)NS(=O)(=O)c2ccccc2)cc1OC
  A: -3.3	B: -6.3	C: 2.8	D: 21.9	E: -5.6	F: 13.7	G: i	H: -1.5	I: -2.9	J: 1.3

COC(=O)c1c(C(=O)OC)c(-c2ccc(C)cc2)n2c1CS(=O)(=O)C2
  A: -12.8	B: 2.9	C: -1.8	D: -9.5	E: 11.7	F: -8.5	G: i	H: -3.4	I: 2.3	J: -0.8

Cc1ccc(-c2nc3c(c(=O)[nH]c(=O)n3CC(C)C)n2CC(C)C)cc1[N+](=O)[O-]
  A: -15.9	B: 4.5	C: -0.3	D: 12.9	E: -7.3	F: 10.5	G: i	H: 31.2	I: -2.9	J: -10.5

One compound at a time, as listed above. Screens in order: HSF1 inh	HSP90 refold inh	HDAC3 inh	AI-2 QS mod	DYRK1A inh	HSF1 activator	PolyA inh	GSK3A inh	Platelet DG rel	GSK3B inh
Record of N#CCc1ccc(NC(=O)/C=C/c2ccc([N+](=O)[O-])o2)cc1 → -34.5	59.9*	.	-43.4	0.6	-43.0	i	.	25.4	1.1
Record of COc1ccc(CCN=C(N)NS(=O)(=O)c2ccccc2)cc1OC → -3.3	-6.3	2.8	21.9	-5.6	13.7	i	-1.5	-2.9	1.3
Record of Cc1ccc(NC(=S)N(Cc2cccs2)Cc2cc3cc(C)cc(C)c3[nH]c2=O)cc1 → 8.9	-2.3	-3.3	23.6	6.7	4.1	i	0.8	6.3	-0.2
